# Screens as filed in PubChem BioAssay.
# TRPC4 block: inhibitors of mouse TRPC4 channel, primary screen, Fluo4 calcium, HEK293 TRPC4beta/mu-opioid cells; Short transient receptor potential channel 4 (Mus musculus), Q9QUQ5; DAMGO-evoked Fluo4 calcium flux; stronger effect = lower value; B-score at 10 µM; actives 0.39% (n = 300,000);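 active = B-score over 3 SD under the library average, no early fluorescence shift, positive overall ratio signal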
# Target sequence (Q9QUQ5 whole entry, looked up): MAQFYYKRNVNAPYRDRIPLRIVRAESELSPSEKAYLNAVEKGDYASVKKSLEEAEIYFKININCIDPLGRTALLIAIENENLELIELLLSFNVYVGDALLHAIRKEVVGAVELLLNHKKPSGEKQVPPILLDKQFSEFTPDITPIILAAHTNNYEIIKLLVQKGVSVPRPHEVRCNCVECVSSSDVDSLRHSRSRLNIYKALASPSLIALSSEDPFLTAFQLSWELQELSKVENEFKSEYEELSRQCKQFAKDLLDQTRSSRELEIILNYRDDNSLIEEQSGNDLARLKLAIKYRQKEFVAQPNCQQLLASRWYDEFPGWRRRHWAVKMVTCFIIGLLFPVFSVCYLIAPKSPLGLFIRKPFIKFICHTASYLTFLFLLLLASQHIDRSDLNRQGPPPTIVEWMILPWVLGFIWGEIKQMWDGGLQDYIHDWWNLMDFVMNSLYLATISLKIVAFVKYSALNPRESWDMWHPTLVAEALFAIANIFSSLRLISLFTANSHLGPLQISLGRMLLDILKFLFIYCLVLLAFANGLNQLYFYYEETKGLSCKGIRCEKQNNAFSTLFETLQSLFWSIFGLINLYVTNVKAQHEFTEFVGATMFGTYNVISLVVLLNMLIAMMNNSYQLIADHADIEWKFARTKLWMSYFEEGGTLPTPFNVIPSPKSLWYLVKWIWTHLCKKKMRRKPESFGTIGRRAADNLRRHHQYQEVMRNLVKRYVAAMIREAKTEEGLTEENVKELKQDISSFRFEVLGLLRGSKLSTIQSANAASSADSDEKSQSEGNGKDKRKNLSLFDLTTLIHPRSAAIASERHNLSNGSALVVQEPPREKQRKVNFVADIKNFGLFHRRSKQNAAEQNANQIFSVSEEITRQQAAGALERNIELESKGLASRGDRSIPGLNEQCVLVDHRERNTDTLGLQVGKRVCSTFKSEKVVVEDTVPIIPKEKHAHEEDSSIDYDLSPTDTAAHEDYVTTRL
#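 Assay system: Stable TRPC4beta/mu-opioid receptor HEK293 cells | Reagent: DAMGO in two steps, submaximal then maximal | Compound dosing: Single concentration per test compound | Signal: Fluo4 Ca2+ flux fluorescence | Evaluation: Per-well B score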
# KCNQ1 block: inhibitors of human KCNQ1 channel, primary screen, cell-based, thallium flux, high-throughput; Potassium voltage-gated channel subfamily KQT member 1 (Homo sapiens), P51787; CHO-K1 KCNQ1, FluxOR thallium flux fluorescence; stronger effect = higher value; B-score at 10 µM; actives 1.3% (n = 310,000); AID 2642, 2010;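 active = compounds whose thallium flux B-score, printed positive for inhibition, exceeds three library SD while starting fluorescence stays within three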;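 note: channel opened by potassium depolarization with thallium stimulus after 20 min compound exposure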
# hERG rescue: hERG rescue from dofetilide block, primary screen, cell-based, CHO-hERG, FluxOR thallium flux, dofetilide IC70; Voltage-gated inwardly rectifying potassium channel KCNH2 (Homo sapiens), Q12809; dofetilide IC70 present; activation (rescue from dofetilide block), less the hit threshold, % at 10 µM; actives 0.51% (n = 310,000); AID 1511, 2009;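 active = activation above the mean of controls blocked by dofetilide plus 5 SD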;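 note: thallium influx through hERG after potassium depolarization seen as dye fluorescence rise; in these data hits start at about 4.7%; inactives centre near -7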
# KCNK9 block: KCNK9 potassium channel inhibitors, primary screen, HEK293 cells, thallium flux. Potassium channel subfamily K member 9 (Homo sapiens), Q9NPC2. FluxOR thallium flux fluorescence; stronger effect = lower value. B-score at 10 µM. actives 1.2% (n = 310,000). AID 488922, 2010;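 active = ratio B-score over 3 SD below the library mean, with starting fluorescence within 5 SD of its mean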;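 note: negative B-score means less thallium flux so channel inhibition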
# Dyrk1A ADPGlo: rat Dyrk1A kinase inhibitors, primary screen, biochemical, single point, plate reader; AID 504441, 2011; ADP-Glo luminescence, NFATc1 peptide; actives 0.43% (n = 310,000); Dual specificity tyrosine-phosphorylation-regulated kinase 1A (Rattus norvegicus), Q63470; inhibition, % at 12.5 µM; in the data active = inhibition above about 50%;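 note: plate controls were vehicle with enzyme for no effect and no enzyme for full effect; many of its hits are not listed in these tables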
# Platelet DG rel: inhibitors of platelet dense granule secretion, primary screen, cell-based, MLPCN, human platelets | human platelet-rich plasma, SFLLRN dense granule ATP release, luminescence | inhibition, %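 (compounds screened at 7.5 µM in platelet-rich plasma)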 | actives 0.22% (n = 300,000) | AID 1663, 2009;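 active = mean replicate score, as percent of positive control, at or above 50; inconclusive = mean below 50 but at least one replicate at or above 50; inactive = mean and every replicate below 50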
# TRPC4 potent: positive allosteric modulators of TRPC4, primary screen, cell-based, mouse TRPC4beta, HEK293 mu-opioid, Fluo-4 calcium | DAMGO EC20, Fluo-4 Ca2+ flux; stronger effect = higher value | Short transient receptor potential channel 4 (Mus musculus), Q9QUQ5 | B-score at 10 µM | actives 0.42% (n = 310,000);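 active = B-score of calcium response area above 5 SD of library B-scores, with initial fluorescence ratio within 5 SD of library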;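 note: B-score of integrated fluorescence ratio over time as area under calcium response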
# KCNQ1 act: potentiators or activators of KCNQ1 channel, primary screen, cell-based, thallium flux, high-throughput | actives 0.35% (n = 310,000) | CHO-K1 KCNQ1, thallium flux FluxOR fluorescence; stronger effect = higher value | B-score at 10 µM;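 active = fluorescence ratio B-score, a plate-corrected score, at least three library SD, with initial intensity B-score within 5 SD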
#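 System: CHO-K1 cells stably expressing KCNQ1 / Medium: assay buffer for compound exposure, DMSO matched across wells / Reagent: thallium- and potassium-containing depolarizing buffer / Compound: one concentration, matched DMSO / Incubation: 20 min compound pretreatment at room temperature / Measured by: kinetic FluxOR fluorescence, 10 s baseline plus 110 s post-stimulus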
# TRPC4 agonist: activators of mouse TRPC4 channel, primary screen, Fluo4 calcium, HEK293 TRPC4beta/mu-opioid cells; Fluo4 calcium fluorescence; stronger effect = higher value; Short transient receptor potential channel 4 (Mus musculus), Q9QUQ5; B-score at 10 µM; actives 0.49% (n = 310,000);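 active = B-score above 5 SD of library B-scores, and initial fluorescence ratio not above library mean plus 5 SD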;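 note: positive B-score marks a calcium rise read as TRPC4 activation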
#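 Incubation: 45 min room-temperature Fluo4 loading, 110 s read / System: HEK293 cells stably co-expressing mouse TRPC4beta and mu-opioid receptor / Signal: Fluo4 fluorescence, kinetic / Control set: buffer (low) and maximal DAMGO (high) / Measure: integrated baseline-normalised fluorescence ratio, converted to per-well B score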
# PolyA inhibitor: polyadenylation inhibitors in yeast reporter cells, primary screen, luminescence, S. cerevisiae; calls only at 12 µM; AID 1875, 2009; S. cerevisiae SKY197-pL101 polyadenylation reporter, beta-gal luminescence; efflux-impaired pdr1/pdr3 knockout yeast; score 100 = 6 SD above DMSO; actives 0.02% (n = 300,000);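 active = lowest replicate activity score at least 50, where 100 means six control SD above control mean; inconclusive = lowest score under 50 but half or more replicates reach 50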;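 note: yeast exposed to compound for 9 h at 30 °C; higher score means more reporter readthrough which indicates perturbed polyadenylation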
# KCNK3 inh: human KCNK3 channel inhibitors, primary screen, CHO cells, FluxOR thallium flux, B-score | FluxOR fluorescence; stronger effect = lower value | B-score at 10 µM | actives 0.84% (n = 340,000);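 active = B-score under library mean minus 4 SD, starting fluorescence ratio at most library mean plus 5 SD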;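 note: more negative B-score means stronger inhibition of thallium flux through KCNK3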
# Active calls of the source: *; i = inactive; ? = inconclusive; nt = no result given. This is a subset, so the mix of outcomes need not match the whole.
# Start of the listing, in advance, 5 compounds:
SMILES,TRPC4 block,KCNQ1 block,hERG rescue,KCNK9 block,Dyrk1A ADPGlo,Platelet DG rel,TRPC4 potent,KCNQ1 act,TRPC4 agonist,PolyA inhibitor,KCNK3 inh
Cc1cc(C(=O)COC(=O)c2ccc(O)cc2)c(C)n1CCc1ccc(F)cc1,i,i,-2,i,-9,2,i,i,i,i,i
CCOC(=O)CSc1nnc(-c2c[nH]c3ccccc23)n1CC,i,i,-4,i,2,-5,i,i,i,i,i
O=C(CSc1nc2c(c(C(F)(F)F)n1)CCc1ccccc1-2)NCc1ccc(F)cc1,i,i,-7,i,4,7,i,i,i,i,i
CC(C)(C)c1ccc(S(=O)(=O)NCc2ccc(C(=O)N3CCCC3)cc2)cc1,i,i,-9,i,-3,0,i,i,i,i,i
O=C(c1ccc(OC2CCN(Cc3ccc(C(F)(F)F)cc3)CC2)cc1)N1CCCCC1,i,i,-11,i,-2,-5,i,i,i,i,i

# The list itself, from the first entry:
SMILES,TRPC4 block,KCNQ1 block,hERG rescue,KCNK9 block,Dyrk1A ADPGlo,Platelet DG rel,TRPC4 potent,KCNQ1 act,TRPC4 agonist,PolyA inhibitor,KCNK3 inh
Cc1cc(C(=O)COC(=O)c2ccc(O)cc2)c(C)n1CCc1ccc(F)cc1,i,i,-2,i,-9,2,i,i,i,i,i
CCOC(=O)CSc1nnc(-c2c[nH]c3ccccc23)n1CC,i,i,-4,i,2,-5,i,i,i,i,i
O=C(CSc1nc2c(c(C(F)(F)F)n1)CCc1ccccc1-2)NCc1ccc(F)cc1,i,i,-7,i,4,7,i,i,i,i,i
CC(C)(C)c1ccc(S(=O)(=O)NCc2ccc(C(=O)N3CCCC3)cc2)cc1,i,i,-9,i,-3,0,i,i,i,i,i
O=C(c1ccc(OC2CCN(Cc3ccc(C(F)(F)F)cc3)CC2)cc1)N1CCCCC1,i,i,-11,i,-2,-5,i,i,i,i,i
COc1ccc(NC(=O)C2CCCN(S(=O)(=O)c3ccc(Cl)cc3)C2)cc1OC (centres undefined),i,i,-8,i,-6,3,i,i,i,i,i
Cc1ccc(S(=O)(=O)N2CCC(C(=O)Nc3nnc(COc4ccccc4)s3)CC2)cc1,i,i,-10,i,nt,-8,i,i,i,i,i
CN(C)c1ccc(CNC(=O)C2CCN(S(=O)(=O)c3ccc4c(c3)CCCC(=O)N4)CC2)cc1,i,i,-8,i,3,14,i,i,i,i,i
O=S(=O)([O-])CCC[n+]1c(/C=C\Nc2ccccc2)oc2ccc(-c3ccccc3)cc21,i,i,-4,i,nt,3,i,i,i,i,nt
CCCCCOC(=O)CSc1nc2c(c(=O)[nH]c(=O)n2C)n1Cc1ccc(Cl)cc1,i,i,-5,i,2,5,i,i,i,i,i
CCOc1cc(/C=N\NC(=O)c2ccc(NC(=O)CC)cc2)ccc1OC(=O)c1ccccc1,i,i,-7,i,10,-2,i,i,i,i,i
NS(=O)(=O)c1ccc(CCNC(=O)C(=O)NCC2OCCN2S(=O)(=O)c2ccc(F)cc2)cc1 (centres undefined),i,i,-5,i,1,0,i,i,i,i,i
O=c1[nH]c2ccc(S(=O)(=O)N3CCCCC3)cc2s1,i,i,-4,i,0,-1,i,i,i,i,i
C/C=C(\C)C(=O)NNC(=O)c1sc(-c2ccccc2)nc1C,i,i,-8,i,nt,-10,i,i,i,i,i
COc1ccc(C2Nc3ccccc3NC3=C2C(=O)CC(C)(C)C3)cc1O (centres undefined),i,i,0,i,0,14,i,i,i,nt,i
O=C(NC1(C(F)(F)F)N=C2SCCN2C1=O)c1cccnc1 (centres undefined),i,i,-16,i,-9,28,i,i,i,i,i
COC(=O)c1ccc(Cl)c(NC(=O)CN2CCOCC2)c1,i,i,-4,i,-5,5,i,i,i,i,i
O=C(CSc1nnc(CNC(=O)c2cccs2)o1)c1ccc(Cl)cc1,i,i,-3,i,-3,3,i,i,i,i,i
Cc1ccc(C(=O)OCCc2sc[n+](Cc3ccccc3)c2C)cc1,i,i,-7,i,3,-5,i,i,i,i,i
CN(Cc1cnccn1)C(=O)CC1C(=O)NCCN1CC(c1ccccc1)c1ccccc1 (centres undefined),i,i,-6,i,6,1,i,i,i,i,i
C#CCNC(=O)C1=C[C@H](C2CCCCC2)C[C@H](OCCCCO)O1,i,i,-8,i,-3,-2,i,i,i,i,i
Cc1onc(-c2ccccc2Cl)c1C(=O)OCC(=O)c1ccccc1,i,i,-3,i,7,6,i,i,i,i,i
CCOC(=O)Cc1csc(NC(=O)NC2(C(F)(F)F)Oc3ccccc3O2)n1,i,i,-12,i,-1,-2,i,i,i,i,i
CN1CC(=O)NC1=NC(=O)C12CC3CC(CC(C3)C1)C2,i,i,-2,i,5,0,i,i,i,i,i
CC1(C)N([O-])C2=C(c3ccccc3C2=O)[N+](=O)C1(C)C,i,i,-6,i,-2,1,i,i,i,i,i
COc1ccc(-c2csc(NC(=O)COC(=O)Cc3ccc(Cl)cc3Cl)n2)cc1,i,i,0,i,nt,-11,i,i,i,i,nt
CCOC(=O)N1CCC(N2CCN(Cc3ccc(C)o3)C(CCO)C2)CC1 (centres undefined),i,i,-11,i,2,8,i,i,i,i,i
Cc1ccnc(NC(=O)CCCOc2ccccc2)c1,i,i,-11,i,0,-6,i,i,i,i,i
COc1cc(C[C@H](C)[C@H](C)Cc2ccc3c(c2)OCO3)ccc1O,i,i,-5,i,-5,2,i,i,i,i,i
CCOc1ccc(NC(=O)CSc2nc3cccnc3n2CCOC)cc1,i,i,-7,i,-7,-5,i,i,i,i,i
CC1=C(C(=O)OCc2ccccc2)N2C(=O)[C@@H](NC(=O)COc3ccccc3)[C@H]2SC1,i,i,-7,i,3,-1,i,i,i,i,i
COc1cccc2cc(C(=O)NCc3ccc(F)cc3)c(=N)oc12,i,i,-4,i,1,7,i,i,i,i,i
CC(C)(C)NC(=O)Cn1c(SCC(=O)NC2CCCC2)nc2ccccc21,i,i,-10,i,-3,12,i,i,i,i,i
CCOC(=O)C1CCN(C(=O)COC(=O)c2oc3ccccc3c2C)CC1,i,i,-6,i,2,-1,i,i,i,i,i
CCOC(=O)c1[nH]c2cc3c(cc2c1NC(=O)CN1CCCCC1C)OCO3 (centres undefined),i,i,-7,i,nt,nt,i,i,i,i,nt
COC(=O)c1sc2nc(C)nc(SCC(=O)N3CCC(C(=O)O)CC3)c2c1C,nt,i,-7,i,2,-2,i,i,i,i,i
Cc1ccc(S(=O)(=O)N2CCC(C(=O)NCc3ccccc3Cl)CC2)cc1,i,i,-8,i,4,-11,i,i,i,i,i
COc1ccc(-c2nnc(C)c3nocc23)cc1,i,i,-7,i,3,5,i,i,i,i,i
Cn1c(SCC(=O)NCc2ccc3c(c2)OCO3)nnc1-c1cccs1,i,i,-8,i,1,5,i,i,i,i,i
CC(=Nc1ccc(O)cc1)c1sc2ccccc2c1O,i,i,-1,i,5,nt,i,i,i,i,i
CCN(CC)S(=O)(=O)c1ccc(C(=O)NCC(=O)N/N=C/c2ccccc2OC)cc1,i,i,-11,i,1,2,i,i,i,i,i
c1ccc2c(c1)OCC(CNc1ncnc3nc[nH]c13)O2 (centres undefined),i,i,-39,i,3,19,i,8*,i,i,i
CCOC(=O)C(=NCCOC)NNc1cc(Cl)ccc1Cl,i,i,-6,i,-1,2,i,i,i,i,i
CC(=O)c1c(C)[nH]c(C(=O)OCC(=O)Nc2cc(S(=O)(=O)N3CCCC3)ccc2Cl)c1C,i,i,-4,i,-12,-32,i,i,i,i,i
Cc1ccc(N(C)/N=C/c2ccc(Cl)cc2Cl)nn1,i,i,-3,i,1,?,i,i,i,i,i
CCCOc1nc2ccccc2cc1/C=C/C(=O)O,i,i,-8,i,-3,-2,i,i,i,i,i
Cc1cc(OCC(=O)Nc2ccccc2F)nc(C(C)C)n1,i,i,-2,i,0,-14,i,i,i,i,i
CC(=O)Nc1ccc(NC(=O)CSc2nnc(NC(=O)C3CC3)s2)cc1,i,i,-9,i,-4,-8,i,i,i,i,i
CNC(=O)c1cc(S(=O)(=O)NCc2ccncc2)ccc1OC,i,i,-6,i,1,-2,i,i,i,i,i
CC(C)CCNC(=O)c1nnc(Cc2ccc(Cl)cc2)o1,i,i,-3,i,-2,13,i,i,i,i,i
COC(=O)[C@H](CCSC)NC(=O)Nc1ccc(C(C)C)cc1,i,i,-6,i,2,7,i,i,i,i,i
O=C(Nc1ccc(Cl)c(Cl)c1)c1ccc(Cn2c(=O)[nH]c3ccsc3c2=O)cc1,i,i,-7,i,2,-1,i,i,i,i,i
Nc1ccccc1SC1CC(=O)N(c2ccccc2Cl)C1=O (centres undefined),i,i,-2,i,3,3,i,i,i,i,i
Cc1c(N=C2NN=C(c3c[nH]c4ccccc34)CS2)c(=O)n(-c2ccccc2)n1C,i,i,-7,i,15,12,i,i,i,i,i
Cn1c(=O)oc2cc(S(=O)(=O)N3CCOCC3)ccc21,i,i,-3,i,-1,-10,i,i,i,i,i
C=CCn1c(Sc2nnc(C)s2)nc2c1c(=O)[nH]c(=O)n2C,i,i,-7,i,-1,1,i,i,i,i,i
COc1cc2cc(C(=O)N3CCN(Cc4ccc5c(c4)OCO5)CC3)[nH]c2cc1OC,i,i,-6,i,3,-5,i,i,i,i,i
